Screening results (PubChem)
m5-HT2A agonist = agonists of mouse serotonin 5-HT2A receptor (HTR2A); P35363; CHO-K1 mHTR2A beta-arrestin complementation, luminescence; percent of 30 µM serotonin response; activation, % at 7.6 µM; actives 0.66% (n = 360,000); AID 624169;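 active means activation above a run cutoff, the mean activation of all tested compounds plus 3 SD, cut at about 14% in these data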;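 further: 0% = plate median of compound wells and 100% = 30 µM serotonin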
N-glyco inh = blocks N-linked glycosylation in D54 reporter cells | D54 ERlucT glycosylation luciferase reporter, 24 h; percent of 100 nM tunicamycin response | reporter increase, % at 12.5 µM | actives 0.23% (n = 360,000) | AID 588692;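 active means mean luciferase reporter signal, scaled so untreated is 0 and the glycosylation-blocking control 100, at or above a set limit in every replicate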;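 further: luciferase carries N-glycosylation sites so blocking glycosylation raises the light; 0% = median of neutral control wells and 100% = median of 100 nM tunicamycin wells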
MC4R barr agon = human MC4R agonism via beta-arrestin | U2OS MC4R beta-arrestin complementation, luminescence; percent of melanotan II response, DMSO zero | activation, % at 8.9 µM | actives 0.98% (n = 360,000) | AID 540308;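 active means activation above a per-plate cutoff, the mean activation of sample wells on that plate plus 3 SD, cut at about 8% in these data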
ABHD5 PLIN5 PPI = inhibitors of human ABHD5-perilipin-5 interaction. actives 0.78% (n = 360,000). Q00G26+Q8WTS1. AID 602281. inhibition, % at 4 µM. Split G. princeps luciferase complementation, luminescence, 4 h;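 active means inhibition above the mean inhibition across every tested compound plus 3 SD, cut at about 22% in these data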;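 further: 0% = DMSO only wells and the 100% control is not disclosed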
MC4R antagonist = human MC4R antagonism in cAMP assay; MC4R-expressing cells, MTII-stimulated cAMP, LANCE TR-FRET; AID 540295; actives 0.48% (n = 360,000); inhibition, % at 6.5 µM;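 active means inhibition above its plate's cutoff, the mean of tested wells on that plate plus 3 SD, cut at about 29% in these data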;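 further: 0% = Melanotan II alone and 100% = Melanotan II plus saturating MCL0020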
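System – human MC4R-expressing U2OS cells · Also added – Melanotan II · Dosing – one concentration, 6.5 µM nominal · Timing – 30-min compound, 1-h challenge, 1-h detection, room temperature · Measured by – Eu-cAMP/anti-cAMP TR-FRET, emission 671 nm · Replicates – singlicate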
H9c2 protect = protects H9c2 cardiomyocytes from peroxide injury; H2O2 injury protection, ATPLite, 2 h; protection from H2O2 cell death, % at 20 µM; actives 0.63% (n = 360,000);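 active means compounds giving at least 50% protection of heart cells from peroxide-induced death in the single-dose screen, raw or plate-pattern-corrected value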;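 further: 0% = DMSO wells with peroxide and 100% = DMSO wells without peroxide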
aDG glyco act = alpha-DG glycosylation activation | Pro5-aDG cells, alpha-DG glycosylation AlphaScreen (IIH6); 0% Pro5, 100% B10-LARGE cell signal | activation, % at 10 µM | AID 624168 | actives 0.22% (n = 360,000);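 active means activation of at least 8% versus controls, or a plate z-score of at least 8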;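 further: Pro5 are CHO cells carrying HIG-tagged alpha-DG that lacks glycosylation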
iPSC survival up = hiPSC single-cell survival enhancement; ATPlite luminescence; 100% = ROCK inhibitor wells, 0% = DMSO; survival enhancement, % at 20 µM; actives 0.044% (n = 360,000); AID 602274; in the data active means survival enhancement above about 18%;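 further: cells exposed to compounds for 16 hours before the ATP read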
Granule exo inh = blocks lytic granule exocytosis; TALL-104 LAMP-1 surface exposure, flow cytometry; cells stimulated with thapsigargin and PMA; inhibition, % at 10 µM; actives 0.66% (n = 360,000); AID 651702;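 active means inhibition above about 55%, limit read from the data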
ABCB6 inh MLPCN = inhibitors of human ABC transporter ABCB6. Q9NP58. actives 0.19% (n = 360,000). K562-ABCB6 porphyrin accumulation, flow cytometry, 1 h; hits give low values. fluorescence ratio to DMSO, % at 10 µM;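 active means fluorescence ratio to DMSO below 75%, the collection mean minus 3 SD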;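 further: signal is porphyrin accumulated inside mitochondria; 100% equals median channel fluorescence of DMSO control wells; lower ratio means ABCB6 inhibition with less porphyrin fluorescence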
Target sequence (Q9NP58 whole entry, looked up): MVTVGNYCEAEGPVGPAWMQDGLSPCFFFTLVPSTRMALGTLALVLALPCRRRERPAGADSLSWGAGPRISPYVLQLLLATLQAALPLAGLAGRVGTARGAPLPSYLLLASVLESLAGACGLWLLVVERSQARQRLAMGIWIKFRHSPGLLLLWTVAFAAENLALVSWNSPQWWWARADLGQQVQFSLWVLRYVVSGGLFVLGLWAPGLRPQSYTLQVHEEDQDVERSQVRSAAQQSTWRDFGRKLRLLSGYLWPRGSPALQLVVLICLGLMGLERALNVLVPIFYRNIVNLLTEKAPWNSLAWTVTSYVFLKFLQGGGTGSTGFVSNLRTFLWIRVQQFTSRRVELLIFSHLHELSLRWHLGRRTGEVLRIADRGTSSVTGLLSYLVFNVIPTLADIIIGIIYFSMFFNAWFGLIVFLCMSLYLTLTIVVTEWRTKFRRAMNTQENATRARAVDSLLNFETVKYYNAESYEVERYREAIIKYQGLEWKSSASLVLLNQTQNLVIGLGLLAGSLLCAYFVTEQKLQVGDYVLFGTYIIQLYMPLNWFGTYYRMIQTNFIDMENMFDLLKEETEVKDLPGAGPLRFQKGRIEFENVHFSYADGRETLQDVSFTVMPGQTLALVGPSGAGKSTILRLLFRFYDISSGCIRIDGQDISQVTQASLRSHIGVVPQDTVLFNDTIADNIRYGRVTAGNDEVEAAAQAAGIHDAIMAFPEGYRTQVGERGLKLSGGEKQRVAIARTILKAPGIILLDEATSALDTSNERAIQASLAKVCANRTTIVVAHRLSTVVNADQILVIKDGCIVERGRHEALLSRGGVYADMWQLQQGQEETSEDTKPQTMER
* hit, by the source's call; · = not tested or not shown.

Each structure is followed by: H9c2 protect, ABCB6 inh MLPCN, iPSC survival up, MC4R barr agon, Granule exo inh, aDG glyco act, N-glyco inh, MC4R antagonist, m5-HT2A agonist, ABHD5 PLIN5 PPI
- CCOC(=O)C(=O)N(Nc1ccc(C)cc1)c1ccc(C)cc1
  -4.4, 98.0, 0.2, -0.1, 0.5, -0.1, 1.4, -1.7, 3.6, -5.7
- Cn1ccc2c(N3CCOCC3)cc3c(c21)C1CCC3O1 (stereo not drawn)
  4.8, 101.0, -0.7, ·, 2.2, -0.3, 4.3, ·, 3.0, 2.9
- O=c1nc(NO)ccn1C1CCCO1 (stereo not drawn)
  5.0, 98.0, 0.8, -3.5, 26.1, 0.1, -1.0, 9.3, -2.8, -8.1
- COC(=O)c1cc(NC(=O)CN2C(=O)CSC2=O)ccc1Cl
  4.1, 99.0, 1.5, -0.1, -0.5, 0.1, 2.1, -0.7, 8.8, -2.8
- Cc1ccc(C(=O)Nc2cc3c(cc2N2CCCCC2)n(C)c(=O)n3C)cc1
  9.0, 94.0, -0.1, -1.7, 40.4, 0.0, 7.1, 3.5, 2.6, -2.1
- O=C(CC1Oc2ccccc2NC1=O)NCCc1ccccc1 (stereo not drawn)
  -2.4, 98.0, 1.1, -0.9, 5.7, -0.1, 1.7, 1.1, -4.8, 0.8
- Cn1cc(CCC(=O)N2CCCC(Nc3ccc(F)cc3)C2)cn1 (stereo not drawn)
  4.5, 90.0, 0.0, -1.4, 1.7, -0.1, 0.7, -1.0, 0.8, 5.8
- CCc1nnc2n1N=C(c1cccc([N+](=O)[O-])c1)CS2
  0.7, 94.0, -0.5, 0.9, -5.4, 0.3, 0.9, -0.3, 2.4, 5.5
- C[C@@H]1CN([C@@H](C)CO)C(=O)c2cc(-c3cccnc3)cnc2O[C@H]1CN(C)C(=O)c1cccc(F)c1
  13.4, 97.0, 1.3, 0.9, -2.9, -0.1, 1.9, 1.6, 0.9, 3.0
- CC1(CCC(=O)O)C(=O)CCC2C1CCC1(C)C2CCC1(C)O (stereo not drawn)
  1.5, 103.0, 1.5, -0.1, -2.1, -0.2, 2.3, 21.0, -0.7, -1.1
- CC(C)NC(=S)N/N=C/c1cc(Br)ccc1O
  11.6, 98.0, 3.7, 3.0, 0.3, 3.8, -7.1, -14.1, 7.2, -6.7
- O=C(NCCc1ccccc1)c1cccc(Br)c1
  -0.4, 97.0, -0.2, 0.7, 3.1, 0.0, -3.8, 2.8, 3.2, -1.2
- CS(=O)(=O)N(CCc1ccccc1)CC(=O)NCc1ccc2c(c1)OCO2
  -0.2, 103.0, -2.7, -1.9, -0.8, 0.8, -0.1, 0.1, -3.7, -1.1
- C=C1N(c2cccc(Cl)c2)C(=O)OC1(C)C
  2.3, 102.0, 5.2, -0.8, -1.2, -0.2, -0.8, 6.2, 2.8, -3.0
- COc1cccc(C(=O)NCC[N+](C)(C)C)c1
  ·, 98.0, -0.9, ·, 9.4, -0.3, ·, ·, -0.3, -3.9
- O=C(Nc1ccn(CCCNCCCN2CCCC2=O)c(=O)n1)OCc1ccccc1
  -0.2, 102.0, -1.3, -0.2, 3.2, 1.0, 1.4, 6.7, -0.5, -2.6
- O=C(O)CC(NC(=O)c1ccccc1NC(=O)c1ccccc1)C(=O)O (stereo not drawn)
  -2.6, 106.0, 10.6, -0.2, -0.7, 0.1, 1.0, 5.0, 5.3, 2.3
- COc1ccc(Br)c(Cn2c(C)c(C(=O)N(C)Cc3ccc(F)cc3)sc2=O)c1
  -0.8, 96.0, -0.6, -0.1, -3.9, 0.3, -2.4, -2.7, -4.3, 3.3
- Cc1ccc(C(=O)c2cc([N+](=O)[O-])ccc2N2CCOCC2)cc1
  -1.6, 93.0, -1.0, -1.9, 0.3, 0.1, 9.8, -19.3, 0.5, 3.8
- Cc1[nH]c(=O)[nH]c(=O)c1S(=O)(=O)Nc1cccc(C(F)(F)F)c1
  4.2, 97.0, 1.8, 0.4, -14.6, 0.0, -1.3, 6.7, 3.6, 2.3
- O=C(NC1CCN(C(=O)Nc2ccc(F)cc2)CC1)c1cccc(F)c1
  0.2, 99.0, -0.2, 0.7, 6.7, 0.1, 2.6, 5.5, 2.1, 2.6
- CC1Cc2cccc3c(O)c(C(=O)c4nn[nH]n4)c(=O)n1c23 (stereo not drawn)
  10.9, 98.0, -1.5, 0.6, 0.0, 0.0, 1.0, 15.7, -2.9, -4.0
- CC(C)(C)C(=O)O/N=C1/C(=O)N(c2ccccc2)c2ccccc21
  24.1, 98.0, -1.8, -3.1, 3.6, -0.3, -2.3, -5.3, -4.0, -2.3
- COc1ccccc1CCNC(=O)CCn1nc(C)c2c(C)n(-c3ccccc3)nc2c1=O
  2.1, 107.0, -0.3, -1.1, -3.3, 0.3, -4.8, 4.0, 8.8, 12.7
- COc1cccc(OC)c1C(=O)OCC(=O)N(c1ccccc1)C1CCCCC1
  -4.4, 89.0, -2.9, 0.0, -3.8, 0.0, -3.3, -1.6, 0.3, -5.2
- CC1(c2ccccc2Cl)NC(=O)N(CC(=O)N2c3ccccc3NC(=O)C2(C)C)C1=O (stereo not drawn)
  10.1, 101.0, -1.0, -0.3, 1.0, 0.1, 0.6, 1.1, 1.1, -4.4
- COc1ccc(CCNC(=O)c2nnn(CC(=O)Nc3ccccc3C)c2N)cc1OC
  5.9, 95.0, 1.4, 0.7, 1.2, -0.2, 0.5, 0.2, 0.9, -0.5
- Nc1nc2ccccc2nc1N1CCCC1
  -3.2, 98.0, -0.9, -0.9, -4.9, 0.2, 3.2, 11.0, 1.1, -3.8
- COc1ccccc1N1C(=O)C2C(c3ccc(F)cc3)NN(C(=O)c3ccc(C)cc3)C2C1=O (stereo not drawn)
  -3.7, 96.0, -0.7, -2.4, -3.5, -0.1, 1.8, 6.0, 1.9, -3.4
- Cc1nc2ccc(S(=O)(=O)NC(C(=O)N3CCCCCC3)C(C)C)cc2s1 (stereo not drawn)
  8.4, 105.0, -0.6, -0.8, -1.1, -0.1, 1.2, 4.1, 3.5, 2.9
- Cc1cccc(/C=C2\Sc3ccc(C(=O)NCC4CCCO4)cc3N(C)C2=O)c1 (stereo not drawn)
  3.6, 88.0, -0.5, -1.4, 48.1, 0.1, -2.0, -0.4, -8.6, 7.4
- Cc1cccc(N2CN=C3SCC(=O)N3C2)c1
  -1.2, 100.0, 0.7, 2.3, -1.3, 0.0, 0.8, 17.8, -0.9, 1.8
- Cc1ccc(C)c(OCCC(=O)Nc2cccc(S(=O)(=O)N3CCCCC3)c2)c1
  -18.7, 97.0, -0.6, 2.3, -2.2, 0.2, -1.1, 5.8, 3.6, -6.9
- COCCCN1C(=O)C(=O)/C(=C(/O)c2ccc(OC(C)C)cc2)C1c1ccncc1 (stereo not drawn)
  6.8, 96.0, -1.0, 1.4, -6.3, 0.2, 1.0, -6.5, 0.7, 20.5
- Cc1ccc(OCC(=O)Nc2cccc(S(=O)(=O)N3CCOCC3)c2)c([N+](=O)[O-])n1
  2.3, 96.0, -0.5, -3.0, 0.0, -0.4, 1.9, 0.1, -2.7, -2.0
- Cc1ccccc1NC(=O)Cc1nc(COC(=O)c2ccc(O)cc2O)cs1
  3.9, 93.0, -0.4, -2.1, 15.3, -0.3, -1.6, 1.4, -9.3, -1.9
- CCc1cccc(C)c1N1C(=O)CN(Cc2ccccc2)C1=S
  -5.8, 96.0, -1.0, 1.1, 0.6, 0.0, -1.8, 23.8, -2.8, -6.6
- O=C(NNc1ccc(F)cc1)c1c(F)cccc1Cl
  0.2, 97.0, -0.5, 0.3, -3.7, 0.0, 1.8, -7.7, -0.1, 9.9
- COc1ccc(Cl)cc1NC(=O)CSc1nc(N2CCOCC2)nc(N2CCOCC2)n1
  -3.9, 97.0, 0.2, -1.4, -1.9, 0.0, -2.8, 13.9, 0.3, -2.9
- COc1ccccc1NS(=O)(=O)c1cc(NC(=O)Cc2n[nH]c(=O)c3ccccc23)ccc1Cl
  69.9*, 95.0, -0.3, -0.1, 0.8, 0.1, -3.8, 18.7, 1.3, 4.2
- CCc1ccccc1NC(=O)CN1CCN(CC(=O)Nc2cc(C)ccc2OC)CC1
  -4.3, 93.0, -0.8, -0.4, 6.1, 0.3, -2.1, -1.4, 4.8, -1.5
- CCc1cc(C(=O)NCC(c2ccco2)N2CCCCC2)sc1C (stereo not drawn)
  0.8, 101.0, 0.9, -1.9, -4.2, 0.3, -1.0, 7.5, -13.3, -1.2
- Nc1nc(N(Cc2ccccc2)Cc2ccccc2)nc(C(F)(F)F)n1
  -7.3, 94.0, 0.1, 2.5, -3.2, 0.0, -2.9, 6.0, -7.5, -8.0
- Cc1cnc(C(=O)OCC(=O)Nc2cc(-c3cc(C)c(C)cc3C)nn2-c2ccccc2)cn1
  3.4, 96.0, -0.5, -2.2, -4.7, 0.0, 1.1, 12.1, -6.8, -6.5
- N#Cc1c(-c2ccc(F)cc2)c2c([nH]c1=O)-c1ccccc1OC2
  -3.1, 100.0, 0.1, -0.5, -1.0, 0.9, 1.5, 11.6, 8.2, -0.5
- Cc1ccc(C(=O)NCCCN2CCOCC2)cc1
  -8.7, 97.0, 1.8, -1.1, 2.0, -0.1, 1.4, 13.0, 8.0, 4.2
- Cc1ccc(CNc2oc(-c3ccco3)nc2C#N)cc1
  -13.8, 99.0, -1.0, -2.7, -2.2, 0.0, -0.1, -13.4, -6.8, -3.5
- CC1CN(S(=O)(=O)c2cccc(C(=O)NCCc3ccc(S(N)(=O)=O)cc3)c2)CC(C)O1 (stereo not drawn)
  0.0, 102.0, 1.0, 0.2, 1.1, 0.1, 0.6, 3.9, 0.1, -1.2
- O=C(O)CCc1nc2cc(Cl)ccc2n(Cc2ccccc2)c1=O
  3.5, 99.0, -0.4, -1.5, -2.0, -0.2, 0.5, 0.5, -5.3, -2.0
- CCCCCCCN1C(N(C)C)=NC[C@@H]1Cc1ccccc1
  -18.3, 90.0, -3.1, 0.2, 0.6, 0.4, -0.8, -7.0, -6.3, 3.1
- COc1ccc(CN=Cc2c(C(=O)O)[nH]c3ccccc23)cc1
  4.4, 98.0, -0.2, -1.8, -3.4, -0.3, 0.3, 3.6, -0.4, 5.3
- CCOc1ccc2nc(SCC(=O)c3ccccc3)sc2c1
  -9.6, 101.0, -0.8, 1.7, -3.5, 0.1, 1.5, 4.6, -2.0, 0.2
- CN(Cc1ccccc1)C(=O)c1ccccc1-c1ccccc1
  4.1, 93.0, 0.5, -0.6, 4.1, 0.3, 0.5, 0.0, 10.6, -2.2
- CCOC(=O)N1CCN(C(=O)Cn2c(C)cc3ccccc3c2=O)CC1
  -1.2, 95.0, -1.9, -1.4, -3.9, -0.1, 3.2, 3.4, 9.2, -0.3
- O=C(Cc1ccc(Cl)cc1)SCc1ccccc1
  -7.3, 99.0, -3.3, 0.1, -2.6, 0.0, 1.3, 12.9, 6.6, -4.4
- COc1ccc(CN2CCNC(=O)C2CC(=O)N(C)Cc2nc(C)cs2)c(OC)c1 (stereo not drawn)
  2.1, 103.0, 1.0, 0.6, 12.8, -0.4, 1.5, -4.0, 2.9, 1.0
